# Screening results (PubChem)
# NS5 inhibitors = Dengue-2 NS5 methyltransferase inhibitors, primary screen, biochemical, confirmation dose response (AID 588689) | inhibition, % at 25 µM; hits with a dose series show IC50 in µM | 340,000 tested, 0.3% active | Dengue-2 NS5 methyltransferase capping enzyme assay, biochemical; higher % means a stronger effect; in the data active = a potency from the dose series; inconclusive = inhibition above about 29% without an active follow-up result
# SV40 large T antigen = SV40 large T antigen inhibitors, biochemical (AID 1903); one-dose inhibition, % at 20 µM; IC50 in µM for titrated hits; 310,000 tested, 0.39% active; SV40 large T antigen ATPase/helicase inhibition assay; higher % means a stronger effect; in the data active = a potency from the dose series; inconclusive = inhibition mostly from about 32% at the one dose, without a potency; inactive = the rest, 99 in 100 with inhibition below about 32%; also: strong numbers were not always called active
# LYP phosphatase = inhibitors of LYP phosphatase, biochemical, fluorescence intensity, uHTS (AID 1779); recombinant LYP phosphatase, fluorescence intensity; higher % means a stronger effect; inhibition, % at 11.5 µM, or IC50 in µM where a hit was titrated; 290,000 tested, 0.054% active; in the data active = inhibition above about 50%;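 also: plate controls were vehicle with enzyme for no effect and no enzyme for full effect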
# RSV antiviral HEp-2 = RSV antiviral activity via CPE protection, HEp-2 cells, primary 10 µM value included (AID 2391); HEp-2 cells, RSV-induced CPE inhibition; higher % means a stronger effect; CPE inhibition, % at 10 µM, or IC50 in µM where a hit was titrated; 310,000 tested, 0.13% active; in the data active = a potency from the dose series; inconclusive = CPE inhibition mostly from about 23% at the one dose, without a potency; inactive = the rest, 99 in 100 with CPE inhibition below about 21%; also: strong numbers were not always called active
# West Nile antiviral = West Nile virus antiviral activity, cell-based, CPE readout (AID 1621); West Nile virus-infected cells, CPE inhibition; higher % means a stronger effect; CPE inhibition, % at 10 µM, or IC50 in µM where a hit was titrated; 290,000 tested, 0.02% active; in the data active = a potency from the dose series; inconclusive = CPE inhibition mostly from about 3.7% at the one dose, without a potency; inactive = the rest, 99 in 100 with CPE inhibition below about 2.2%; also: strong numbers were not always called active
# Rac1 GTP hydrolysis = MgcRacGAP GTPase-activating activity inhibitors, confirmation, biochemical, ADP Hunter fluorescence | MgcRacGAP-stimulated Rac1 GTP hydrolysis, ADP Hunter fluorescence; higher % means a stronger effect; GST-tagged Rac1 F28L mutant substrate | inhibition, % at 30 µM, or IC50 in µM where a hit was titrated | 340,000 tested, 0.6% active | AID 624330;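 active = first-screen hits whose inhibition reached a set limit at any dose in the follow-up dose series; inconclusive = inhibition above the set first-screen limit but never retested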;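 also: fluorescence reports GDP produced by GAP-driven GTP hydrolysis; strong numbers were not always called active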
# ER stress rescue = protection against thapsigargin-triggered cell killing – 384-well, CSM14.1, ATP luminescence, primary screen (AID 1222); CSM14.1 thapsigargin-induced death rescue, ATP luminescence; higher % means a stronger effect; cellular ATP content (survival), % at 20 µM; hits with a dose series show EC50 in µM; 190,000 tested, under 10 active;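 active = EC50 below 50 µM in the dose-response confirmation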;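 also: death triggered by thapsigargin at about 15 µM added after 2 h compound pretreatment; cell ATP read after overnight thapsigargin exposure of roughly 18 to 22 hours; normalized against plate controls of thapsigargin alone and 5% DMSO vehicle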
# GPR35 arrestin U2OS = GPR35 antagonists blocking zaprinast-driven arrestin recruitment, primary screen, imaging, U2OS, beta-arrestin-GFP, zaprinast agonist (AID 2058); inhibition, % at 10 µM, or IC50 in µM where a hit was titrated; U2OS GPR35 beta-arrestin-GFP translocation imaging, zaprinast antagonism; higher % means a stronger effect; 290,000 tested, 0.052% active;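 active = inhibition of at least 50% with at least 30 cells and total cytoplasm GFP at most 10,000,000; inconclusive = under 30 cells or total GFP of 10,000,000 plus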
# Salmonella PhoP GFP = PhoP-dependent GFP reporter repression – Salmonella Typhimurium, primary screen (AID 1863); S. Typhimurium PhoP-regulated promoter GFP reporter, 4 h; higher % means a stronger effect; inhibition, % at 50 µM; hits with a dose series show IC50 in µM; 300,000 tested, 0.16% active;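 active = inhibition over 29.93%, a cutoff 3 SD above the screen mean, later confirmed by dose response; inconclusive = inhibition over 29.93% but no dose response follow-up; inactive = inhibition at most 29.93% or unconfirmed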;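 also: 0% = low Mg2+ inducing control and 100% = high Mg2+ repressing control; strong numbers were not always called active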
# The depositor's hits bear a star; ? = inconclusive; / = not tested or not shown. The order is random (roughly 1.5% active in at least one column).
smiles	NS5 inhibitors	SV40 large T antigen	LYP phosphatase	RSV antiviral HEp-2	West Nile antiviral	Rac1 GTP hydrolysis	ER stress rescue	GPR35 arrestin U2OS	Salmonella PhoP GFP
COc1ccccc1CNS(=O)(=O)c1cc2c3c(c1)CCC(=O)N3CCC2	-5%	2%	/	1.7%	/	16%	/	/	-2%
CC(Oc1ccc(Cl)cc1)C(=O)N/N=C/c1ccsc1 (centres undefined)	-10%	10%	-4%	0.2%	-0.2%	3%	-0.1%	6%	5%
C#CCN(Cc1ccco1)C(=O)c1ccc(OC2CCN(Cc3ccccn3)CC2)cc1	1%	5%	-5%	3.5%	-0.8%	10%	/	10%	-2%
CCOC(=O)c1c(NC(=O)CC)sc(C(=O)N2CCCCC2)c1C	1%	7%	-5%	-0.9%	0.5%	0%	-0.5%	-10%	0%
CC(=O)CCS(=O)(=O)c1ccc(NC(C)=O)cc1	1%	9%	-6%	0.3%	-0.4%	4%	-7.1%	0%	5%
CCOc1ccc(-c2c(=O)n(OCc3ccccc3Br)c3ccccc3[n+]2[O-])c(OCC)c1	-2%	6%	1%	1.9%	-0.9%	5%	-1.5%	-4%	-9%
CSc1nc2nc(C)cc(-c3ccccc3)n2n1	-6%	2%	3%	0.7%	0.0%	-7%	/	-10%	-3%
COc1ccccc1OCC(=O)Nc1ccc(S(=O)(=O)Nc2cc(C)nc(C)n2)cc1	-6%	5%	0%	0.3%	?	4%	-2.9%	-3%	-5%
Cc1ccc(S(=O)(=O)N2CCC(C(=O)OCc3ccc([N+](=O)[O-])cc3)CC2)cc1	-3%	10%	-2%	1.6%	-0.5%	4%	-4.4%	8%	-4%
CC(C)c1ccccc1NC(=S)NCC1(N(C)C)CCCCC1	0%	4%	-11%	0.7%	-0.3%	8%	/	-7%	1%
COc1ccc(N2C(=O)Cc3ccccc3C2=O)cc1	7%	19%	-8%	0.7%	-0.4%	/	/	-4%	7%
CCc1cc2c(=O)n(-c3ccc(Br)cc3)cnc2s1	-7%	10%	-10%	1.0%	0.2%	1%	1.1%	-6%	4%
Cc1c(CCCC(=O)O)sc(N)c1C(=O)c1cccc(C(F)(F)F)c1	24%	?	/	0.7%	-0.1%	16%	/	/	5%
O=C(CSc1nc2ccccc2c(=O)n1-c1ccccc1)NCc1ccc2c(c1)OCO2	1%	4%	-8%	0.0%	-0.3%	-1%	-2.3%	4%	-12%
N#CC1=C(S)N(c2ccc(F)cc2)C(c2ccco2)NC1=O (centres undefined)	1%	29%	-2%	1.8%	1.1%	84µM*	1.0%	-2%	-8%
O=[N+]([O-])c1ccc(Sc2cc[n+]([O-])c3ccccc23)c([N+](=O)[O-])c1	-11%	30%	-3%	-0.2%	?	11%	/	-10%	-15%
COCCNC(=O)Cn1c(=O)n(Cc2ccc(C(=O)NCc3ccco3)cc2)c(=O)c2ccccc21	-5%	2%	-5%	6.3%	-0.1%	3%	-0.9%	4%	0%
O=C(Cc1ccccc1F)Nc1nc(-c2cccnc2)cs1	-3%	3%	-12%	-1.5%	-0.5%	3%	-1.4%	-26%	0%
COC(=O)c1ccccc1NC(=O)CSc1nc(Nc2ccccc2)nc(N2CCOCC2)n1	-10%	5%	1%	12%	0.7%	5%	/	-12%	8%
Cc1cccc(NC(=O)NCCc2c[nH]c3ccccc23)c1	-4%	4%	-8%	?	-0.1%	6%	-0.9%	-6%	10%
CC(C)Cc1[nH]c(=O)c(C#N)c2c1COC(C)(C)C2	-1%	0%	-2%	0.6%	1.1%	11%	0.7%	2%	2%
Cc1cc(=O)n2[nH]c(C)c(-c3ccc(Cl)cc3)c2n1	-3%	-1%	2%	0.1%	0.0%	1%	-2.5%	8%	16%
S=C(c1c[nH]c2ccccc12)N1CCCC1	-4%	/	-6%	1.2%	0.4%	7%	-1.2%	-8%	/
CCOC(=O)NC(=O)CSc1nc(C)cc(C(F)(F)F)c1C#N	-16%	21%	-10%	3.0%	-0.3%	6%	-4.0%	16%	-1%
CCOc1ccc(S(=O)(=O)c2cn(C)c3cc(OC)c(OC)cc3c2=O)cc1	0%	8%	-7%	0.1%	-0.5%	9%	/	-6%	-4%
C[C@@H](O)[C@@H]1NC(=O)c2cc([N+](=O)[O-])cc(I)c2NCC[C@@H](C(N)=O)NC(=O)CNC1=O	/	6%	-3%	0.2%	1.1%	/	-2.3%	-1%	6%
COc1ccc(NC(=O)c2c[nH]c(=O)n(-c3ccc(C)c(C)c3)c2=O)cc1OC	-1%	1%	-2%	5.5%	/	-10%	-1.7%	-6%	-5%
Cc1ccc(NC(=O)CSc2nnc(C)n2-c2ccccc2)cc1	0%	24%	1%	1.4%	-0.3%	-6%	-2.0%	5%	8%
O=C(CCCN1C(=O)/C(=C/c2ccc3c(c2)OCO3)SC1=S)Nc1cccc(C(=O)O)c1	0%	10%	0%	0.8%	-1.0%	12%	/	0.8µM*	-8%
COc1ccc2[nH]c(C)c(CCNC(=S)Nc3ccccc3OC)c2c1	-11%	6%	-3%	0.9%	-0.5%	1%	-1.5%	-13%	-10%

smiles	NS5 inhibitors	SV40 large T antigen	LYP phosphatase	RSV antiviral HEp-2	West Nile antiviral	Rac1 GTP hydrolysis	ER stress rescue	GPR35 arrestin U2OS	Salmonella PhoP GFP
COc1ccc(Nc2cc(=O)n(C3CCCCC3)c(=O)[nH]2)c(OC)c1	-6%	13%	1%	0.9%	-0.3%	7%	-2.3%	4%	-9%
O=C(O)CSc1nnc(-c2ccc(Cl)cc2)n1-c1ccccc1	-5%	8%	-2%	0.3%	1.1%	1%	/	5%	-9%
O=C(Cn1nnc(-c2ccccc2)n1)N1CCN(c2ccc(F)cc2)CC1	-4%	7%	-9%	-1.7%	-0.2%	12%	/	8%	-6%
Cc1nn(Cc2noc(C(=O)NCc3ccccn3)n2)c(C)c1Br	6%	6%	-11%	0.6%	0.5%	-3%	/	17%	-10%
CCOC(=O)c1c(C)c(C(=O)NCCN2CCOCC2)c(C)n1CC	1%	-2%	-8%	0.2%	0.4%	10%	-0.5%	16%	-4%
COc1ccccc1C(=O)NC(=O)COc1ccc([N+](=O)[O-])cc1	-5%	4%	/	-2.0%	/	8%	/	/	-5%
Cc1occc1-c1nnc(SCc2nnc(-c3ccc(Cl)cc3)o2)n1C	-9%	5%	/	0.2%	0.1%	-1%	/	/	-7%
CCOC(=O)C1=NOC(C(=O)NN(C)c2ncc(C(F)(F)F)cc2Cl)C1 (centres undefined)	1%	3%	-3%	0.4%	0.9%	-2%	-0.7%	6%	-6%
CCc1cc(C(=O)Cc2nc3ccccc3[nH]2)c(O)cc1O	2%	11%	-7%	3.7%	0.3%	-4%	-1.8%	5%	-2%
Cc1cccc(CNC(=O)C2CCC(=O)N(C3CCCC3)C2)c1 (centres undefined)	-1%	25%	-6%	2.8%	-0.7%	4%	/	3%	-2%
O=C(Oc1ccccc1)c1cccnc1Oc1ccccc1	-7%	6%	-6%	0.2%	-0.1%	2%	/	0%	-1%
Cc1nc2ccccc2nc1OCC(=O)N1CCN(c2ccccc2)CC1	-16%	5%	-7%	1.7%	-0.2%	4%	-1.6%	5%	-7%
COc1ccc(C2C(=O)N(CCc3ccccc3)CC(=O)N2C2CCCC2)cc1 (centres undefined)	1%	6%	1%	-1.0%	-0.4%	12%	0.5%	-10%	2%
COc1ccc(CC(NC(C)=O)C(=O)NC2CCN(C(=O)Nc3ccccc3C)CC2)cc1OC (centres undefined)	-4%	3%	-10%	2.5%	-0.2%	0%	/	22%	-3%
O=C(CNC(=O)c1cccs1)OCc1c(F)cccc1Cl	-8%	2%	-4%	0.9%	-0.2%	3%	/	16%	1%
C[C@H](NC(=O)c1nc[nH]c1C(=O)N[C@@H](Cc1ccccc1)C(=O)OC(C)(C)C)c1ccccc1	-15%	1%	14%	-4.0%	-0.8%	12%	4.4%	-22%	-7%
O=C(CN1CCN(c2ccccc2)CC1)Nc1ccc(Oc2ccccc2)cc1	-1%	-1%	8%	8.5%	-0.8%	8%	-1.7%	16%	-4%
COc1ccccc1-c1c(C)oc2cc(OCC(=O)OCc3ccccc3)ccc2c1=O	-4%	11%	3%	3.8%	-0.7%	4%	0.3%	18%	3%
Cn1c(=O)c2cn(Cc3ccc(Cl)cc3)cc2n(C)c1=O	0%	5%	-8%	1.6%	0.6%	7%	1.9%	0%	2%
O=C(COc1cccc(-n2cnnn2)c1)NC1CCCCC1	-6%	4%	-4%	-1.0%	-0.9%	-15%	3.1%	3%	10%
COc1ccc(S(=O)(=O)NCc2ccc(C)cc2)cc1	-6%	10%	-8%	6.8%	-0.3%	2%	0.7%	-7%	-6%
O=C(Nc1ccc2c(c1)CCC2)c1ccc(Cl)nc1	-1%	-9%	-4%	43%	-0.6%	1%	2.1%	-11%	-10%
Cc1ccc2nc3c(cc2c1)c(NC(=O)c1cccnc1)nn3C	1%	19%	0%	12%	1.2%	5%	-1.4%	-2%	13%
CCOC(=O)c1ccc(CNC(=O)Cn2nnc(-c3ccccc3F)n2)o1	-7%	6%	-1%	-1.0%	0.0%	1%	0.7%	-3%	1%
Cc1cc(C)c(C#N)c(SCc2[nH]nc3c2C(c2ccc(F)cc2)C(C#N)=C(N)O3)n1 (centres undefined)	-8%	17%	6%	-0.9%	-0.9%	9%	-0.7%	-10%	2%
Cc1nn(-c2ccc(F)cc2)c(-n2cccc2)c1C(=O)N1CCN(C(=O)c2ccco2)CC1	2%	0%	-10%	-0.6%	-0.1%	-25%	/	16%	3%
Cc1ccc(S(=O)(=O)N2CCN(C(=O)COC(=O)CNC(=O)c3ccccc3)CC2)c(C)c1	4%	1%	/	2.0%	/	7%	/	/	0%
CC(C)c1ccc(N(CCc2ccccn2)C(=O)C(C)(C)C)cc1	-2%	2%	/	-0.7%	/	-1%	/	/	/
Cn1c(=O)n(C)c(=O)n(CC(=O)N2CCCCC2)c1=O	-4%	12%	-1%	1.2%	-0.1%	-1%	-2.4%	-11%	4%
CCc1ccc(Nc2ncc3c(n2)CC(C)CC3=O)cc1 (centres undefined)	1%	0%	0%	-0.5%	0.1%	3%	-0.9%	6%	-4%
S=C(NC1CC2CCC1C2)N1CCN(c2cccc(Cl)c2)CC1 (centres undefined)	-11%	5%	5%	2.5%	-0.9%	0%	-1.6%	1%	-2%
